HCMV antiviral = qHTS Assay for inhibitors of the human cytomegalovirus (HCMV). HFF cells, HCMV-luciferase reporter, 72 h; stronger effect = lower value. activity change, negative = inhibition, % at 57.5 µM. hit rate 4.5% among 410,000. AID 1259415, 2018; in the data active = activity change below about -60%; inconclusive = no clear call, values can overlap the other calls; inactive = above about -39%
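HFF cells seeded 16 h at 37C, treated with compounds, infected with luciferase-reporter HCMV at MOI 1 PFU/cell; luciferase read at 72 h post infection, normalized to buffer-only and Salinomycin controls.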
Numbers without * were called inactive; ? = inconclusive. % is scaled to controls: 0 for no effect and ±100 for the full control effect. Some of the compounds tested (hit frequency here may not be typical).

SMILES | HCMV antiviral
Cc1noc(C)c1NC(=O)N(C)C[C@@H]1OCc2cn(nn2)CCCC(=O)N([C@H](C)CO)C[C@H]1C | 14
C=CCN1CC(COCc2ccccc2)OCCS1(=O)=O (stereo not drawn) | -6
CC(=O)NCCNC(=O)C1(C)Cc2c(-c3cccc(C(F)(F)F)c3)ccnc2O1 (stereo not drawn) | -4
CCC[C@H]1[C@@H](NS(=O)(=O)c2ccc3ccccc3c2)CC[C@@]23CCCN2C(=O)CCC[C@@H]13 | -14
CC1(C(=O)NS(=O)(=O)Cc2ccccc2)CCN1C(=O)C1(c2ccc(Cl)cc2)CCC1 (stereo not drawn) | ?
O=C1c2cccc3cccc(c23)C(=O)N1Cc1ccccn1 | 1
COc1cc(CN2CCC(C(=O)NC(c3ccc(F)cc3)c3ccc4ccccc4n3)CC2)cc(OC)c1 (stereo not drawn) | -40
CCOC(=O)C1=CCN(S(=O)(=O)c2cccc(Cl)c2)C1c1cccc(Br)c1 (stereo not drawn) | -25
C=CCNc1n[nH]c(=S)s1 | 22
COCC(=O)N(C)C[C@H]1Oc2ncc(C#C[C@H](C)O)cc2C(=O)N([C@@H](C)CO)C[C@H]1C | -3
COc1cccc(NC(=O)c2cccc(NC(=O)c3ccco3)c2)c1 | ?
CN(N=Cc1ccccc1O)C(=O)c1ccccc1N | -13
O=C(O)C(=Cc1cccc([N+](=O)[O-])c1)c1ccccc1 | -8
O=C(NC1CC1)c1ccc2nc([C@@H]3O[C@H](CO)[C@H](O)[C@H](O)[C@H]3O)[nH]c2c1 | 0
COc1ccc(NS(=O)(=O)c2cccc(C(=O)N3CCN(C/C=C/c4ccccc4)CC3)c2)cc1 | -7
COCCNC(=O)C1(C)CCCN(Cc2cc(-c3ccccc3)nn2C)C1 (stereo not drawn) | 7
Cc1ccccc1-c1cc2nc(NCc3ccncc3)n(C)c(=O)c2s1 | 38
O=C(NCc1ccccc1)c1cc(C2CCCCN2C(=O)OCCF)on1 (stereo not drawn) | 16
COc1ccccc1-c1ncn(Cc2cccc(-c3ccccc3)c2)c1-c1cc(C)cc(C)c1 | ?
CCOC(=O)c1cccn1C1C(=O)N(Cc2ccc(C(F)(F)F)cc2)c2ccc(F)cc21 (stereo not drawn) | 0
O=C(CC[C@H]1O[C@@H](n2ccc(=O)[nH]c2=O)[C@H](O)[C@@H]1O)N[C@H](Cc1ccccc1)C(=O)NCc1ccco1 | -12
CC1CCCC(NC(=O)COC(=O)C2=COCCO2)C1C (stereo not drawn) | -5
CCc1nc2ccc(C(=O)N(C)CCCN(C)C)cn2c1N(C)C(=O)C1CCCCC1 | -6
CS(=O)(=O)/C(C#N)=C/c1cccn1S(=O)(=O)c1cccc2ccccc12 | -19
O=C1NCCN1C(=O)N1CCC[C@@H]1c1noc2cc3ccccc3cc12 | 3
SMILES | HCMV antiviral
COc1cccc(-c2cc3nc(-c4ccccc4)cc(N4CCN(C(=O)c5ccoc5)CC4)n3n2)c1 | -104*
COc1cccc(C(C)(O)c2nc(-c3csc4ccccc34)cs2)c1 (stereo not drawn) | -2
Cc1ccc(S(=O)(=O)NCN2C(=O)c3ccccc3C2=O)cc1 | 24
O=S1(=O)CC(N2CCN(c3ncccn3)CC2)CN1Cc1ccc(F)cc1 (stereo not drawn) | -3
Clc1cccc(Cc2c(-c3ccccc3)nc3ccc(Br)cn23)c1 | 36
O=C(Nc1ccc2c(c1)OCCO2)C(c1cc2ccccc2o1)N1CCN(c2ccc(F)cc2)CC1 (stereo not drawn) | -33
Cc1ccc(-c2nc3c(Br)cc(C)cn3c2Cc2cccc(Cl)c2)cc1 | 93
CC1=C(C(=O)N(C)C)CC(CC(=O)NCc2cccc3ccccc23)C(=O)N1Cc1ccc(C(C)(C)C)cc1 (stereo not drawn) | 5
O=C(NCc1ccncc1)Nc1ccc(Cc2ccc(NC(=O)NCc3ccncc3)cc2)cc1 | -21
CC1(Cc2ccc(OC(F)(F)F)cc2)C(=O)Nc2ccc(S(=O)(=O)NC3CCCCC3)cc21 (stereo not drawn) | -99*
O=C(O)C1CCCN1C(=O)c1cccc(Cl)c1 (stereo not drawn) | 22
C[C@H](CO)N1C[C@H](C)[C@@H](CN(C)C(=O)CC2CC2)Oc2cc(Br)ccc2S1(=O)=O | -24
Cc1cc(C([O-])=C(C(=S)Nc2ccc(F)cc2)[n+]2ccccc2)c(C)n1-c1ccc(F)cc1 | -38
Cc1cccc(C)c1NC(=O)C(C)n1c(-c2ccc(=O)[nH]c2)nc2ccccc21 (stereo not drawn) | -5
CCc1nn2c(=O)c(F)c(N3CCNCC3)nc2s1 | -105*
CSc1ccc(C(O)c2ncc(-c3ccccc3F)[nH]2)cc1 (stereo not drawn) | 46
CCCNC(=O)c1cc2c(c(-c3cccc(-c4cc5ccccc5o4)c3)n1)[C@H](CCO)N(C(=O)NC(C)C)C2 | -88*
O=C(c1cc(COc2cccc3cccnc23)on1)N1CCC[C@H]1CO | 36
FC(F)(F)c1cc(Cl)c2nc(-c3ccccc3)c(Cc3cccc(Cl)c3)n2c1 | -21
O=C(NC(c1ccc(Cl)cc1)c1cnccn1)C1CCN(CCCOc2ccccc2)CC1 (stereo not drawn) | 14
O=c1c(-c2ccccc2)nc2ccccc2n1C(CCc1ccccc1)c1nc2ccccc2[nH]1 (stereo not drawn) | -67*
Cn1ccc2c(-c3cccc4ccccc34)cc3c(c21)C1CCC3C1 (stereo not drawn) | -22
CC(C)CN(C(=O)COc1ccccc1C(=O)NCc1ccccc1)C1CCS(=O)(=O)C1 (stereo not drawn) | -8
CCCCCCCCN1C(=O)[C@H](CC(=O)NCCCOCCCC)C[C@@]2(C(=O)OCC)CCCC=C12 | 19
CCOC(=O)C(=Cc1ccc(N(C)C)cc1)C(=O)c1ccccc1 | 9
SMILES | HCMV antiviral
OCCCNc1ncnc2c1ncn2[C@H]1CN(Cc2ccc3c(c2)OCO3)C[C@@H](CO)O1 | 35
CCOC(=O)C1(C)CCCN(C(=O)c2ccc(F)cc2Cl)C1 (stereo not drawn) | -1
COc1cccc(C#Cc2ccc3c(c2)O[C@@H](CN(C)C(=O)c2ccccn2)[C@@H](C)CN([C@H](C)CO)S3(=O)=O)c1 | -17
c1nnc(NCNc2nncs2)s1 | -1
CC1C(=O)N(Cc2cn(CC3CCCCC3)nn2)CCS(=O)(=O)N1Cc1ccc(-c2cccc(CO)c2)cc1 (stereo not drawn) | -28
CN1C(=O)COCc2cc(-c3ccc(F)c(Cl)c3)ccc21 | 52
NS(=O)(=O)c1ccc(NCc2cnc3ccccc3n2)cc1 | -3
CCCNCC(=O)Nc1sc2c(c1C(=O)Nc1c(C)n(C)n(-c3ccccc3)c1=O)CCCC2 | 50
CCOC1=C2CN(S(=O)(=O)c3ccc(C)cc3)C(c3cccc(Cl)c3)CC2N(S(=O)(=O)c2ccc(Cl)cc2)C(c2ccccc2)C1 (stereo not drawn) | ?
CC(C)[C@@H]1Cc2[nH]n(C)c(=O)c2[C@H](c2ccc(F)cc2)O1 | -18
CCCc1c(-c2ccc(F)cc2F)ncn1Cc1ccccc1OC | -78*
CCOC(=O)c1csc(NC(=O)CCS(=O)(=O)c2ccc(Cl)cc2)n1 | 88
C[C@@H](NC(=O)[C@@H]1CCCN1C(=O)[C@@H]1CCCN1C(=O)c1cccs1)c1ccccc1 | 5
Cc1ccc(CN(C)C[C@@H]2OCc3cnnn3CCCC(=O)N([C@H](C)CO)C[C@H]2C)cc1 | 10
CC1=C(C(=O)N2CCCCCC2)CC(CC(=O)NCCN2CCOCC2)C(=O)N1Cc1ccc(F)cc1 (stereo not drawn) | -18
COc1ccc(CN2C(=O)C(CC(=O)NCCCCc3ccccc3)CC(C(=O)N3CCCCCC3)=C2C)cc1 (stereo not drawn) | 28
CSc1ncccc1C(=O)N1CCC(C)(C(=O)O)C1 (stereo not drawn) | 15
COc1cccc(COC(=O)CSCC(=O)Nc2ccc(C)cc2)c1OC | -17
Cc1cccc(C)c1-n1nnnc1C1c2ccccc2C(=O)N1CCc1ccc(O)cc1 (stereo not drawn) | -20
CC1C(c2ccccc2)OCCN1C(=S)Nc1ccc(S(=O)(=O)N2CCCCC2)cc1 (stereo not drawn) | 29
N#Cc1ccc(C(C(=O)NC2CCCCC2)n2c(=O)c(-c3cc4ccccc4[nH]3)nc3ccccc32)cc1 (stereo not drawn) | 4
CCc1nc2c(OCCOc3ccccc3)cccn2c1N(C)C(=O)c1ccccc1F | -31
Cc1cccc(C)c1-n1nnnc1C1C(=O)NC(=S)N1c1ccccc1 (stereo not drawn) | 27
CCC(=O)N1CC(=O)N2[C@H](C1)[C@@H](c1ccc(Br)cc1)[C@@H]2CO | 18
CC(C)CC(N)c1csc(Nc2ccc(C(=O)N(C)Cc3ccccc3)cn2)n1 (stereo not drawn) | -29

Arranged by heavy-atom count (highest first): some entries from above
SMILES | HCMV antiviral
CCOC1=C2CN(S(=O)(=O)c3ccc(C)cc3)C(c3cccc(Cl)c3)CC2N(S(=O)(=O)c2ccc(Cl)cc2)C(c2ccccc2)C1 (stereo not drawn) | ?
COc1ccc(CN2C(=O)C(CC(=O)NCCCCc3ccccc3)CC(C(=O)N3CCCCCC3)=C2C)cc1 (stereo not drawn) | 28
CC1C(=O)N(Cc2cn(CC3CCCCC3)nn2)CCS(=O)(=O)N1Cc1ccc(-c2cccc(CO)c2)cc1 (stereo not drawn) | -28
N#Cc1ccc(C(C(=O)NC2CCCCC2)n2c(=O)c(-c3cc4ccccc4[nH]3)nc3ccccc32)cc1 (stereo not drawn) | 4
CC1=C(C(=O)N2CCCCCC2)CC(CC(=O)NCCN2CCOCC2)C(=O)N1Cc1ccc(F)cc1 (stereo not drawn) | -18
CCCNCC(=O)Nc1sc2c(c1C(=O)Nc1c(C)n(C)n(-c3ccccc3)c1=O)CCCC2 | 50
Cc1cccc(C)c1-n1nnnc1C1c2ccccc2C(=O)N1CCc1ccc(O)cc1 (stereo not drawn) | -20
C[C@@H](NC(=O)[C@@H]1CCCN1C(=O)[C@@H]1CCCN1C(=O)c1cccs1)c1ccccc1 | 5
CC(C)CC(N)c1csc(Nc2ccc(C(=O)N(C)Cc3ccccc3)cn2)n1 (stereo not drawn) | -29
COc1cccc(COC(=O)CSCC(=O)Nc2ccc(C)cc2)c1OC | -17
Cc1cccc(C)c1-n1nnnc1C1C(=O)NC(=S)N1c1ccccc1 (stereo not drawn) | 27
CCOC(=O)c1csc(NC(=O)CCS(=O)(=O)c2ccc(Cl)cc2)n1 | 88
NS(=O)(=O)c1ccc(NCc2cnc3ccccc3n2)cc1 | -3
CN1C(=O)COCc2cc(-c3ccc(F)c(Cl)c3)ccc21 | 52
CSc1ncccc1C(=O)N1CCC(C)(C(=O)O)C1 (stereo not drawn) | 15
c1nnc(NCNc2nncs2)s1 | -1

(listing goes on)
SMILES | HCMV antiviral
O=C(O)c1c[nH]n2c(=S)ncnc12 | -15
C[C@H](c1ccccc1)N1C[C@H](COCc2ccccc2)Oc2cc(N3CCC[C@@H]3CO)ccc2S1(=O)=O | -34
CN(C)CCNC(=O)C(=O)NCC1OCCN1S(=O)(=O)c1ccc(F)cc1 (stereo not drawn) | 13
Brc1cccc(-c2nc3ccc(Br)cn3c2Cc2ccsc2)c1 | 23
CCOC(=O)C1=CCN(S(=O)(=O)c2ccccc2F)C1c1cccc(C)c1 (stereo not drawn) | -3
CC1=C(C(=O)N2CCCCCC2)CC(CC(=O)NCCCN(C)C)C(=O)N1Cc1ccccc1 (stereo not drawn) | -20
O=C(Nc1ccc(F)cc1)C(c1cc2ccccc2o1)N1CCN(c2ccncc2)CC1 (stereo not drawn) | -24
O=C(Cn1nnc(-c2ccc(Cl)cc2)n1)NC(=O)NC1CCCC1 | -26
COc1ccc(/C=C/C(=O)OCC(=O)NC2CCCCCC2)cc1 | -19
Cn1cc(-c2ccc(C(=O)NCc3cccc(Cl)c3)c3occc23)cn1 | 10
C[C@H](CO)N1C[C@H](C)[C@H](CN(C)Cc2ccccc2)Oc2ncc(Br)cc2C1=O | -4
O=C1NC[C@H](Cc2ccc(O)cc2)N(C[C@@H]2CCCN2C[C@H](Cc2ccc(O)cc2)N2C[C@H](Cc3ccccc3)N(CCc3ccccc3)C(=O)C2=O)C1=O | -18
Cc1cccc(NC(=O)c2ncn3c2C(=O)NC[C@H]3C)c1 | -14
CCOc1ccc(CCN2C(=O)C(=O)N([C@@H](Cc3ccc(O)cc3)CN3CCC[C@H]3CN3C(=O)C(=O)NC[C@@H]3Cc3ccc(O)cc3)C[C@@H]2Cc2ccc(O)cc2)cc1 | -16
CC(C)C1C(=O)N(Cc2cn(CC3CCCCC3)nn2)CCS(=O)(=O)N1Cc1ccc(-c2cccc(CO)c2)cc1 (stereo not drawn) | -35
Cc1ccc(Cn2c(C)c(C(=O)NCc3ccccc3C(F)(F)F)sc2=O)cc1 | ?
O=C(NCCCCO)c1c(-c2ccccc2)oc2c1C(OCCCCCO)CCC2 (stereo not drawn) | 21
CCOC(=O)c1ccc(NC(=O)c2nc[nH]c2C(=O)N[C@H](C)CO)cc1 | -18
C[C@@H]1CN([C@@H](C)CO)C(=O)CCCn2cc(nn2)CO[C@H]1CN(C)C(=O)Nc1cccc(F)c1 | -17
CC1=C(C(=O)N2CCOCC2)CC(CC(=O)NC2CCCC2)C(=O)N1Cc1ccc(C(C)(C)C)cc1 (stereo not drawn) | 14
COC(=O)[C@H]1[C@H](CO)[C@H]2Cn3c(cccc3=O)[C@@H]1N2Cc1cocn1 | -13
Cc1ccc([C@H]2N[C@]3(CCCN(Cc4ccccc4)C3=O)[C@H]3C(=O)N(C)C(=O)[C@@H]23)cc1 | -4
COc1ccc(-c2cc(NC=O)c3ncc(-c4ccc(C(C)=O)cc4)n3c2)cc1OC | 44
COc1ccccc1-c1csc(C(NC(C)=O)c2ccccc2)n1 (stereo not drawn) | -79*
CCC[C@H]1[C@@H](NC(=O)Nc2ccc(C(F)(F)F)cc2)CC[C@@]23CCCN2C(=O)CCC[C@@H]13 | -5
COc1cccc(OC2(C)CCN(Cc3ccc(-c4ccccn4)cc3)C2)c1 (stereo not drawn) | 60
CC(=O)OC[C@@H]1CN(Cc2ccccc2)C[C@H](n2cnc3c(N4CCOCC4)ncnc32)O1 | -30
COc1ccccc1-c1cc2nc(-c3ccccc3)cc(N3CCN(C(=O)c4ccco4)CC3)n2n1 | -100*

Bioassay records as filed in PubChem.
